Compound activity from PubChem.
mcGAS inh: blocks mouse cGAS activity; Q8C6L5; recombinant cGAS, Kinase-Glo ATP depletion luminescence; inhibition, % at 12.5 µM; actives 0.15% (n = 160,000); AID 1259399;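 note: 0% = negative control wells and 100% = reference inhibitor with no enzyme activity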
hcGAS inh: inhibitors of human cGAS | Q8N884 | recombinant h-cGAS, ATP depletion, Kinase-Glo luminescence | inhibition, % at 12.5 µM | actives 0.081% (n = 290,000) | AID 1259398;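 note: 0% = vehicle reaction and 100% = reaction without DNA for no activity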
Target sequence (Q8N884 whole entry, looked up): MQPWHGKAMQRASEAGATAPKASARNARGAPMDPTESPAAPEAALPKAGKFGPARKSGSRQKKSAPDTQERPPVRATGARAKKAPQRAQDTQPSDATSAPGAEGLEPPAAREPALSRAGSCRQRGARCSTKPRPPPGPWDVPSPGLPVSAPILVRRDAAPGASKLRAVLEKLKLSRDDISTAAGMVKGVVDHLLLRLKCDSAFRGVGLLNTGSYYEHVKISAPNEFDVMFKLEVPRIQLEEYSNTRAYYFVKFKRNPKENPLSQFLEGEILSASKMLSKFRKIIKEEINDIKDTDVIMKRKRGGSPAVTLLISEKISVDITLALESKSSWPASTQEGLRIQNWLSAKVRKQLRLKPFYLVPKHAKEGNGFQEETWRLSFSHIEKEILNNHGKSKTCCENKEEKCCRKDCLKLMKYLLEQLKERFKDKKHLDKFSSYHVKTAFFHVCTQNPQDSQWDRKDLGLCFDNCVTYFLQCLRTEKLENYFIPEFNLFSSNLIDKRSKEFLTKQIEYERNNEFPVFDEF
NPYLR7 agonist: activates Aedes aegypti NPYLR7 receptor; HEK293T NPYLR7/Galpha15, GCaMP6s calcium fluorescence; activation, % at 10 µM; actives 0.15% (n = 270,000); AID 1259423; in the data active = activation above about 40%;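 note: 0% = vehicle and 100% = reference agonist at the receptor; some compounds past the cut are filed as inactive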
* hit, by the source's call; x = not tested or not shown. Cut-off read from the data, not from the text of the source, unless noted: active = inhibition above about 40%; inactive = the rest.

The opening two compounds, ahead of the listing:
cpd	Compound	mcGAS inh	hcGAS inh	NPYLR7 agonist
1	Cc1ccsc1C(=O)C1CCCN(Cc2ccc(Sc3nncn3C)o2)C1 (stereo not drawn)	0	3	0
2	Cc1cccc(Cn2cccc2CN(Cc2ccccc2)Cc2ccc(C(F)(F)F)cc2)c1	-9	-8	1

The listing (from the top)
cpd	Compound	mcGAS inh	hcGAS inh	NPYLR7 agonist
1	Cc1ccsc1C(=O)C1CCCN(Cc2ccc(Sc3nncn3C)o2)C1 (stereo not drawn)	0	3	0
2	Cc1cccc(Cn2cccc2CN(Cc2ccccc2)Cc2ccc(C(F)(F)F)cc2)c1	-9	-8	1
3	COc1ccc(CNC2CCCc3c2cnn3-c2cccc(C)c2C)cc1Cn1cncn1 (stereo not drawn)	-11	-7	-2
4	O=C(NN(c1ccccc1)c1ccccc1)C1CC2CCCC(C1)C2=O (stereo not drawn)	1	5	-4
5	Cc1ccc(C(CNc2oc(C)nc2C#N)N2CCOCC2)cc1 (stereo not drawn)	x	-1	-20
6	COc1ccc(-c2cc(C)ccc2N2CCOC2=O)c(OC)c1OC	x	-1	3
7	Cc1noc(C2CCN(C(=O)CSc3ccc4c(c3)OCCO4)CC2)n1	-15	-6	10
8	Cc1cc(NC(=O)CNc2cc(F)ccc2C)on1	-8	1	4
9	CC(=O)N(c1nc(COC(=O)C2=COCCO2)cs1)c1cccc(C)c1C	-6	-9	9
10	CCc1nnc2c(=O)n(-c3ccc(OC)c(Cl)c3)ccn12	-9	-6	3
11	COc1ccc2nc(NC(=O)C=Cc3ccco3)sc2c1	-7	2	12
12	O=c1cc(NCC(O)c2ccc(F)cc2)cnn1Cc1ccccc1 (stereo not drawn)	x	-8	10
13	Cc1nc(C)c(-c2cc(C(=O)NC3CCCCCC3)n[nH]2)s1	-6	-7	x
14	NC(=S)c1cc2c(ccc3ccccc32)oc1=O	10	14	6
15	COc1ccc(-c2nnc3ccc(SCC(=O)Nc4c(C)cc(C)cc4C)nn23)cc1OC	-9	-4	5
16	CCCCCCCCCCC1C[C@H]2CC(O)O[C@H]2O1 (stereo partly drawn)	x	-4	1
17	CCOC(=O)c1ccccc1OCc1cc(C2Nc3ccccc3C(=O)N2c2ccccc2)ccc1OC (stereo not drawn)	2	3	-17
18	COC(=O)c1ccc(Nc2ccc(OCC3CCCO3)cc2)nn1 (stereo not drawn)	x	-4	0
19	NC1=NC(c2ccc(-c3ccccc3)cc2)n2c(nc3ccccc32)N1 (stereo not drawn)	x	-8	-5
20	COc1cc(C(=O)N2CCc3c(nc[nH]c3=O)C2)c2ccccc2n1	-18	-4	2
21	CCC(=O)C1=C(c2ccccc2)N(C(=O)CC)n2c(Cc3ccc(OC)cc3)nnc2S1	x	-7	5
22	Cc1cnc(C)c(N2CCN(Cc3nc(-c4ccc(F)cc4)oc3C)CC2)n1	-2	1	-9
23	CNc1cc(-c2ccc3cn[nH]c3c2)c2cc[nH]c2n1	-10	-4	3
24	O=C(CSc1ccc(-c2ccc3c(c2)OCO3)nn1)NC1CCCC1	-6	0	-2
25	Cc1cccc(C(C(=O)NCc2nc(-c3cccnc3)no2)N(C)C)c1 (stereo not drawn)	-16	-7	18
26	CCOC(=O)C1(CCOc2ccccc2)CCCN(C(=O)c2csc(C)n2)C1 (stereo not drawn)	x	-11	3
27	CN(Cc1ccccc1O)C(=O)C1CCCN(C(=O)N2CCCC2)C1 (stereo not drawn)	x	-17	-1
28	CCCCN(C)C(=O)c1sc(=O)n(CC(=O)c2ccccc2F)c1C	x	-6	3
29	CCCCCNC(=O)c1cc(-c2ccccc2Cl)nn1-c1cccc([N+](=O)[O-])c1	-6	-10	9
30	N#CC1C(=N)SC(=N)C(C#N)C1c1cccs1 (stereo not drawn)	70*	74*	27
31	Clc1cc(COc2ccc(-n3cnnn3)cc2)cc2c1OCCO2	x	-4	-1
32	O=C(NC(=S)NC1CC1)c1ccco1	x	-4	-4
33	COC(=O)CCCC(=O)N1CCC(CCC(=O)Nc2cccc(OC)c2)CC1	x	-4	15
34	CCNC(=O)C1(C)CCN(C/C=C/c2ccccc2)C1 (stereo not drawn)	x	0	-1
35	CC(=O)N1CCC(N2CCC(C(O)CCc3ccccc3)CC2)CC1 (stereo not drawn)	-13	-6	7
36	CCOC(=O)c1c(NC(=O)c2ccnn2C)sc(C)c1C	x	-6	-5
37	O=S(=O)(c1ccc(Cl)c(C(F)(F)F)c1)N1CCc2sccc2C1	x	-12	6
38	COc1cccc(CSc2nnc(C(C)NC(=O)Nc3cccc(OC)c3)n2-c2ccc(C)cc2)c1 (stereo not drawn)	-5	-4	-1
39	COc1ccc(OCC(=O)N=Nc2c(O)n(C)c3ccc(C)cc23)cc1	0	1	-7
40	Cc1nc(-c2ccc(Cl)cc2)nc(N2CCN(S(=O)(=O)/C=C/c3ccccc3)CC2)c1C	-4	-8	x
41	Cc1ccsc1CN(C)C(=O)CCN1CCCCO1	x	-4	3
42	Cc1ccc(C(C2Sc3nc(C)nn3C2=O)N2CCN(Cc3ccccc3)CC2)cc1 (stereo not drawn)	x	-9	2
43	CCSc1ccccc1C(=O)Nc1c2c(nn1CC(=O)NCCOC)CSC2	-3	-6	-7
44	O=C1NC(=Nc2ccccc2)S/C1=C/c1cc2c(cc1[N+](=O)[O-])OCO2	-7	5	6
45	OCc1cc2cc(Cl)c(Cl)cc2[nH]1	-9	-5	5
46	COc1cc(C)ccc1OCC(=O)N1CCN(c2ccc3nnc(C)n3n2)CC1	-6	-2	9
47	CCSc1nc(NC(C)C)c2cnn(CCNC(=O)c3ccc(F)cc3)c2n1	-6	6	-2
48	CN1CCCN(C(c2ccccc2)c2ccc(Cl)cc2)CC1 (stereo not drawn)	-4	-6	1
49	COc1ccc(O)c(/C=N\NC(=O)Cn2cnc([N+](=O)[O-])n2)c1	-3	3	-11
50	COc1ccc(-c2nc(CN(C)C(C)c3nccs3)c(C)o2)cc1C (stereo not drawn)	x	-5	17

A different layout for some results above:
Values run as follows: mcGAS inh	hcGAS inh	NPYLR7 agonist
44. O=C1NC(=Nc2ccccc2)S/C1=C/c1cc2c(cc1[N+](=O)[O-])OCO2
 : -7	5	6
45. OCc1cc2cc(Cl)c(Cl)cc2[nH]1
 : -9	-5	5
46. COc1cc(C)ccc1OCC(=O)N1CCN(c2ccc3nnc(C)n3n2)CC1
 : -6	-2	9
47. CCSc1nc(NC(C)C)c2cnn(CCNC(=O)c3ccc(F)cc3)c2n1
 : -6	6	-2
48. CN1CCCN(C(c2ccccc2)c2ccc(Cl)cc2)CC1 (stereo not drawn)
 : -4	-6	1
49. COc1ccc(O)c(/C=N\NC(=O)Cn2cnc([N+](=O)[O-])n2)c1
 : -3	3	-11
50. COc1ccc(-c2nc(CN(C)C(C)c3nccs3)c(C)o2)cc1C (stereo not drawn)
 : x	-5	17

Next part
cpd	Compound	mcGAS inh	hcGAS inh	NPYLR7 agonist
51	O=C(CCC1CCN(C2CCc3ccccc3C2)CC1)Nc1ccccc1Cl (stereo not drawn)	-8	-3	0
52	COCCCCN1CCN(CC2CCOc3ccccc3C2)CC1 (stereo not drawn)	-1	0	x
53	O=S(=O)(c1cccc(Cl)c1)N1CCN(c2nccc(-c3ccc4c(c3)OCO4)n2)CC1	-10	-12	2
54	COc1ccc(CCN(C)[C@H]2[C@H](OC)C[C@@H]3CC(C)(C)OC[C@]32O)cc1OC	-5	-1	2
55	Cc1nc(-c2ccc(C(F)(F)F)cc2)nc(N2CCN(C(=O)c3cccc4ccccc34)CC2)c1C(C)C	-4	-6	0
56	COc1cccc(N2CCN(c3cc(Oc4ccccc4F)ncn3)CC2)c1	-10	-5	-7
57	CCC(C(=O)NC1CCN(c2ccccc2C(=O)N2CCN(c3ccccn3)CC2)CC1)c1ccccc1 (stereo not drawn)	-4	-4	-2
58	COc1ccc(S(=O)(=O)Oc2cccc(CN(C(=O)Nc3ccccc3OC)C3CC3)c2)cc1	42*	-2	-4
59	Cc1nn(C)cc1C(=O)NCCN1CCOCC1	x	-10	1
60	CCOc1ccc(N2CC(NC(=O)Nc3ncccc3C)CC2=O)cc1 (stereo not drawn)	-8	-7	3
61	CC(C)c1onc(C(=O)NC2CCCC2)c1[N+](=O)[O-]	-3	1	5
62	CCN(CC(=O)Nc1c(F)cccc1F)C(=O)c1cnc(C)cn1	x	12	-6
63	Cc1ccc(S(=O)(=O)NNC(=O)COc2ccc(Br)cc2)cc1	-8	-4	-5
64	COc1ccc(Cl)cc1NS(=O)(=O)c1cc(Br)ccc1OC	-7	-4	3
65	Cc1cc(CNC(=O)CCC(=O)c2cccs2)cc(C)c1O	x	-5	2
66	CC(=O)c1cccc(NC(=O)CSc2nc(=O)n(N3CCN(C)CC3)c3c2CCCC3)c1	-6	-4	-3
67	CCCCN1C(=O)c2ccccc2NC12CCN(C(=O)C1(c3ccccc3)CC1)CC2	x	-7	-1
68	O=C(Nc1ccc(-c2ccn[nH]2)cc1)C1CCCN(Cc2c(F)ccc(F)c2F)C1 (stereo not drawn)	-2	-2	10
69	O=C(c1ccc2c(c1)OCO2)C1CCCN(Cc2cccn2-c2cccnc2)C1 (stereo not drawn)	-9	-2	13
70	COc1ccc(N2CCN(c3cc(C(=O)Nc4cc(OC)c(OC)c(OC)c4)ncn3)CC2)cc1OC	-2	-4	-2
71	COc1ccc(Cl)cc1NC(=O)Cn1ncn2nc(-c3ccccc3)cc2c1=O	-11	-11	-11
72	O=C(Nc1ccc2c(c1)CN(C(=O)CN1CCOC1=O)CC2)c1ccncc1	x	-6	16
73	COc1ccc(Nc2nc(N3CCN(C)CC3)nc3c2cnn3-c2ccccc2)cc1	-7	-5	2
74	Cc1nc2c([nH]1)CCN(C(=O)c1ccc(NC(=O)c3ccccc3-c3ccccc3)cc1)c1ccccc1-2	-8	-4	-7
75	CCOc1ccc(NC(=O)c2c(NC(=O)c3ccccc3F)sc3c2CCC(C)C3)cc1 (stereo not drawn)	-6	-4	1
76	Cc1nc(-c2ncccn2)sc1C(=O)NC(C)CN1CCCC(C)C1 (stereo not drawn)	x	-9	0
77	COc1ccc(OC)c(C2CCCN2CC(=O)NC(C)c2ccccc2C)c1 (stereo not drawn)	-2	3	-4
78	O=C(c1ccc(CSc2nc(Cl)cc(N3CCCCC3)n2)cc1)N1CCN(c2cccc(Cl)c2)CC1	-4	-3	24
79	Cc1ccc(CN(CCc2ccccc2)C(=O)CN(CCN2CCOCC2)C(=O)c2ccco2)o1	-8	-9	x
80	CC1CC(C)CN(C(c2ccc(F)cc2)C2Sc3ncnn3C2=O)C1 (stereo not drawn)	-7	-6	2
81	COc1ccc(C(=O)NCCOc2ccc3nnc(-c4ccc(OC)c(OC)c4)n3n2)cc1	-8	-3	-7
82	CCC1CCCCN1Cc1c(O)ccc2c(=O)c(-c3ccc(Cl)cc3)coc12 (stereo not drawn)	-5	-3	6
83	O=C(O)C[C@H]1CN(C(=O)NC2CCCCC2)C[C@H]1c1cn[nH]n1	-1	1	x
84	CC(C)c1nccn1Cc1cc(C(=O)N(C)Cc2ccccc2Cl)n[nH]1	x	-5	16
85	CCc1nc2ccc(C(=O)N(C)CCN(C)C)cn2c1N(C)C(=O)Cc1ccccc1	-6	-4	-2
86	CN(C)CCN(Cc1cccc(F)c1)C(=O)c1ncncc1Cl	x	-16	5
87	CCN(Cn1nc(-c2ccco2)n(CC)c1=S)C1CCS(=O)(=O)C1 (stereo not drawn)	-8	-5	1
88	C=CCc1cccc2cc(C(=O)Nc3cccc(F)c3)c(=O)oc12	-8	-4	4
89	O=[N+]([O-])c1ccc(Cl)c(S(=O)(=O)Nc2ccc(F)cc2Cl)c1	-5	-6	-1
90	CC1CCN(Cc2nc3ccccc3c(=O)n2Cc2ccco2)CC1	x	-8	1
91	CCc1c(C)nc(SCc2ccccc2C)c(C#N)c1C	0	2	7
92	C=C1C(=O)O[C@H]2C3=C(C)CCC[C@]3(C)C(=O)C[C@@H]12	-3	-3	-7
93	CCn1cc(S(=O)(=O)NC2CCC(c3ncno3)CC2)cn1 (stereo not drawn)	x	8	8
94	CN(C)C(=O)CSc1ncnc2c1cnn2-c1ccc(F)cc1	-6	2	x
95	Clc1ccc(C2=Nc3ncnn3C(c3ccc(Cl)cc3)C2)cc1 (stereo not drawn)	x	-7	8
96	CC1CN(C(=O)C(C)OC(=O)Cc2c[nH]c3ccccc23)CC(C)O1 (stereo not drawn)	x	-6	6
97	Cc1cccc(NC(=S)NNC(=O)c2sccc2C)c1	x	0	6
98	O=C(NCc1ccncc1)c1nnc(N2CCC(Cc3ccccc3)CC2)c2ccccc12	x	-4	6
99	Cn1c(CC(=O)NNC(=O)c2ccc3c(c2)CCC3)nc2ccccc21	x	-3	1
100	CCc1nn(-c2ccc(OC)cc2)c(CC)c1C(=O)N1CCN(C(C)=O)CC1	-12	-9	x

Carrying on:
cpd	Compound	mcGAS inh	hcGAS inh	NPYLR7 agonist
101	CC(C)CCN1CCN(Cc2nc(-c3ccc(F)cc3)cs2)CC1CCO (stereo not drawn)	-9	-9	14
102	O=C(Cc1ccc(Cl)cc1)N1CCC(n2c(-c3ccccc3)nc3ccc(F)cc32)CC1	1	3	-11
103	CSc1ccc2cc(CN3CC[C@H](O)C3)c(=O)[nH]c2c1	-7	-3	-4
104	Cc1ccc(Cc2nsc(N3CCC(CNC(=O)c4cc(Cl)cc(Cl)c4)CC3)n2)cc1	-4	1	-1
105	O=C(C=Cc1ccc(N2CCCC2=O)cc1)Nc1ccc2c(c1)OCCO2	x	0	-11
106	COc1ccc(S(=O)(=O)Nc2ccc3c(c2)N(C(=O)c2ccccc2)CCC3)cc1	x	-5	-6
107	Cc1ccc(-n2ncc3c(C4CC4)n[nH]c(=O)c32)cc1C	x	-6	-2
108	CC(=O)N1CCC(C(=O)N(C)C(C)Cc2ccccn2)CC1 (stereo not drawn)	x	-6	-3
109	CC(C)c1cccc(-c2ccc3nnc(-c4ccncc4)n3c2)c1	-6	-3	-5
